TEAD-YAP inh – TEAD-YAP interaction inhibition. HEK-TIYL cells, TEAD-Gal4/YAP UAS-luciferase luminescence. inhibition, % at 9.12 µM. 640,000 compounds, 1.4% hits; in the data active = inhibition above about 32%;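 also: 0% = median of test compound wells and 100% = reference inhibitor wells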
GPR151 activ – human GPR151 activation; Q8TDV0; PathHunter beta-arrestin GPR151 cells, luminescence; activation, % at 11.2 µM; 650,000 compounds, 1% hits; AID 1508602; in the data active = activation above about 4.9%;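 also: 0% = median of compound wells and 100% = cells with positive control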
FBW7 activator – activators of human E3 ligase FBW7; Q969H0; AlphaScreen FBW7–phospho-cyclin E peptide binding, activator screen; normalized activity (activation), % at 26.1 µM; 650,000 compounds, 0.13% hits; AID 1259310; in the data active = normalized activity above about 1.9%;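 also: purified mutant Fbw7 with reduced substrate affinity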
Target sequence (Q969H0 whole entry, looked up): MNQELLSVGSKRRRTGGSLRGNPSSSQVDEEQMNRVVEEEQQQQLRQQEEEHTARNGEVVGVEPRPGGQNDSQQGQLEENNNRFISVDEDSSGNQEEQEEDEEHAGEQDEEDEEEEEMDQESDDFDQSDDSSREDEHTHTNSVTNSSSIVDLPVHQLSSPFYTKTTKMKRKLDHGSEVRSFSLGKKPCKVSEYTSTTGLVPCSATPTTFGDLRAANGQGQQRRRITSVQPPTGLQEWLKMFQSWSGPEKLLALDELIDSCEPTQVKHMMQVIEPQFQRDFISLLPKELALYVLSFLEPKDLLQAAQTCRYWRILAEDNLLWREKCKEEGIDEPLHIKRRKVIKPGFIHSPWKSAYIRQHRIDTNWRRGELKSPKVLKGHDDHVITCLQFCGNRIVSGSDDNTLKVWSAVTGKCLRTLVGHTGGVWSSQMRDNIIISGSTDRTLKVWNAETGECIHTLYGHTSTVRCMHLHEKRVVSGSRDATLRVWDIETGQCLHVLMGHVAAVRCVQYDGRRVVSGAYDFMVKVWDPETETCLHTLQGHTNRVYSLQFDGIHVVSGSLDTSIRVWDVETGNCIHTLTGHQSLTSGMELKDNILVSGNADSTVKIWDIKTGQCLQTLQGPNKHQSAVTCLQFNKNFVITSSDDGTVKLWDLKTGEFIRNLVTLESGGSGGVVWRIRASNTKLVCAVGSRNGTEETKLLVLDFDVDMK
MITF primary – human MITF inhibition, primary screen; O75030; AlphaScreen MITF homodimerization, bead proximity signal; inhibition, % at 2.6 µM; 650,000 compounds, 0.91% hits; AID 1259374; in the data active = inhibition above about 50%;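 also: 0% = vehicle wells with protein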
* = called active by the depositor; & = joins results of further samples.

mol	TEAD-YAP inh	GPR151 activ	FBW7 activator	MITF primary
COc1cc2c(cc1NC(=O)CCc1ccccc1)oc1ccccc12	0.1	1.0	0.1	-2.7
CC(=O)N1CCCc2cc(S(=O)(=O)N3CCN(C4CCCCC4)CC3)ccc21	0.2	0.3	0.0	14.4
CC(C)(C)c1ccc(S(=O)(=O)N/N=C/c2ccc3c(c2)OCO3)cc1	-4.4	0.5	0.6	25.1
Cc1ccc(CNC(=O)CCCCCn2c(SCc3cc(=O)n4cc(Cl)ccc4n3)nc3ccsc3c2=O)cc1	-1.0	-0.6	-0.1	-10.2
COc1ccc(N2CC(=O)N(c3ccc(OC)cc3)CC2=O)cc1	6.9	0.5	0.1	4.3
Cc1ccc(NC(=O)CNS(=O)(=O)c2ccc(Br)s2)cc1F	6.8	0.6	0.1	8.2
COC(=O)c1cccc(NC(=O)CSc2ncc(-c3ccccc3)[nH]2)c1	4.6	2.9	0.0	5.8
CCOC(=O)CNC(=S)Nn1cnnc1	-3.4	-0.2	-0.1	-1.9
CN(C)S(=O)(=O)c1ccc(C(=O)Nc2c3c(nn2-c2ccc(F)cc2)CS(=O)C3)cc1 (stereo not drawn)	-2.9	-0.4	0.3	11.4
CCc1ccc(C(=O)NC(Cc2c[nH]c3ccccc23)C(=O)OCC(=O)c2ccc(Cl)cc2)cc1 (stereo not drawn)	-4.7	1.0	0.3	-1.6
CCOC(=O)c1oc2ccc(S(=O)(=O)Nc3ccc4[nH]c(=O)[nH]c4c3)cc2c1C	6.6	0.4	-0.3	5.3
CCN(CC)C(=O)CSc1cn(CC(=O)N(C(C)C)C(C)C)c2ccccc12	-7.8	-1.7	0.3	11.2
Cc1cc(N2CCN(C(=O)c3cccc(F)c3)CC2)c(F)cc1[N+](=O)[O-]	0.8	1.4	-0.1	2.0
Cc1ccc(CNC(=O)c2ccccc2Cl)cc1	-21.2	0.5	0.2	1.2
N#C/C(=C/c1cccc([N+](=O)[O-])c1)c1ccc(C#N)cc1	18.5	-1.4	-0.1	11.9
O=C(NCc1cccc(C(F)(F)F)c1)c1cccc(N2CCN(Cc3ccc4c(c3)OCO4)CC2)n1	12.0	0.3	0.2	19.3
O=C(CSc1nc2ccncc2[nH]1)Nc1ccc(F)c(Cl)c1	-11.1	0.8	-0.2	14.9
COc1ccc(C(C)=O)cc1COC(=O)C1=NNC(=O)CC1	3.7	-1.6	0.1	12.4
Cc1nc(N/C(N)=N/S(=O)(=O)c2ccc3ccccc3c2)nc2ccccc12	-3.1	0.9	0.0	8.8
O=C(O)CCN1C(=O)c2ccc(C(=O)O)cc2C1=O	4.4	0.9	0.1	0.7
O=S(=O)(c1ccc(Br)cc1)N1CCN(Cc2ccc(F)cc2)CC1	8.4	-1.7	0.6	5.5
CCOc1ccc(NC(=O)C2CCN(c3nc(-c4ccc(OC)cc4)no3)CC2)cc1	2.6	0.0	-0.4	11.3
CCCCN1C(=O)c2oc3ccc(F)cc3c(=O)c2C12C(=O)N(C)c1ccccc12 (stereo not drawn)	-3.7	2.8	-0.1	-19.8
CC(=O)c1ccc(OCCCC(=O)OCC(=O)N2CCc3ccccc32)cc1	-0.1	1.4	-0.1	5.7
O=C(CSCc1ccc(Cl)cc1)NCCSc1ccccn1	-4.5	0.6	-0.3	-12.2
O=C1C(=O)N(c2ccccn2)C(c2ccccc2)/C1=C(\O)c1ccc(Br)cc1 (stereo not drawn)	-3.5	-0.7	0.1	6.3
Cc1cccc(CNc2nncc(-c3ccc(Cl)cc3)n2)n1	-6.5	-0.2	0.0	1.7
CC(c1cc2ccccc2s1)N(O)C(N)=O (stereo not drawn)	-8.7&7.5&1.9	-1.2&-1.5&1.3&-1.0	0.1&0.4&-0.1&0.1	13.4&4.5&15.4&12.8
O=C1C=CC2C=CC3=C4C2=C1C=CC4C=CC3=O (stereo not drawn)	-7.5	1.4	0.0	3.3
N=C1/C(=C/c2ccc(OCCOc3ccccc3Cl)cc2)C(=O)N=C2SC(C3CCCCC3)=NN12	-3.0	-1.2	0.0	1.0
O=C(CSC1=NCCS1)C12CC3CC(CC(C3)C1)C2	2.2	-0.6	-0.2	-1.4
CCOC(=O)C(NC(=O)NC1CCCCC1)(c1ccccc1)C(F)(F)F (stereo not drawn)	9.6	0.1	-0.1	20.3
O=C(COc1ccc(Cl)cc1)Nc1ccccc1F	-85.3	-0.5	-0.1	-2.0
CN1C(=O)C(C)(C)COc2cc(NC(=O)CCc3ccccc3)ccc21	4.7	-0.4	0.1	9.7
COc1cc(CN2CCN(Cc3cccc(Cl)c3)CC2)cc(OC)c1OC	1.7	-0.6	-0.2	68.7*
COc1cc(Nc2nc(Nc3ccncn3)nc3c2ncn3-c2ccsc2)cc(OC)c1OC	7.2	0.2	0.0	-1.5
Cc1ccc(C)c(NC(=O)CN(c2cccc3ccccc23)S(C)(=O)=O)c1	7.5	2.6	0.0	8.0
CCCCNC(=O)CSc1nnc(-c2cccnc2)n1C1CCCCC1	3.1	0.3	-0.1	8.8
C=CCn1c(SCC(=O)Nc2ccccc2C)nc2sc(C)cc2c1=O	-3.0	1.9	0.2	-3.2
CCC(=O)Nc1cccc2c1C(=O)N(C)C2=O	3.3	3.2	-0.2	10.0
COC(=O)C(C)NC(=O)c1ccc(Cl)cc1Cl (stereo not drawn)	0.6	0.8	0.1	7.5
CC(C)=C1C2C=CC1C1C(=O)N(c3ccc(C)c(Br)c3)C(=O)C21 (stereo not drawn)	-0.2	-0.1	-0.3	-0.5
Cc1nc(=O)c(-c2ccccc2)c(C)n1CCCCCC(=O)O	10.5	0.6	0.3	11.6
Cc1ccc2cccc(Oc3ccccc3[N+](=O)[O-])c2n1	2.4	-1.5	0.0	-2.9
CSc1cccc(NS(=O)(=O)c2ccc3[nH]cc(C(=O)NC4CC4)c(=O)c3c2)c1	13.2	2.0	0.0	23.6
CCOCc1nnc(N)s1	-3.7	-0.8	0.1	-2.3
COCCNC(=O)CN1CCN(Cc2ccc(F)cc2Cl)C1=O	-12.9	-0.3	0.3	5.6
Cc1cc(C)nc(/C=C/NC(=O)c2ccco2)c1	-29.3	1.2	0.2	16.8
CC(=O)c1ccc(COc2ccccc2C(C)=O)cc1	-49.6	-1.8	0.0	12.7
Cc1cn[nH]c1C1CCCN(S(=O)(=O)c2cccc(C(F)(F)F)c2)C1 (stereo not drawn)	8.7	1.0	0.1	11.1

The list continues.
mol	TEAD-YAP inh	GPR151 activ	FBW7 activator	MITF primary
O=C(CN1C(=O)c2cccc3cccc1c23)N1CCN(c2ccccc2F)CC1	-4.9	-1.0	0.1	9.8
C=CCN(CC=C)C(=O)C[n+]1cccc(/C=N/O)c1	4.4	-0.6	0.0	-7.9
Cc1ccc(S(=O)(=O)C(C)C(=O)c2ccc3c(c2)OCCO3)cc1 (stereo not drawn)	-7.3	2.2	0.7	-2.3
Cc1nc2c3ccccc3n(CC(=O)c3ccc(Br)cc3)c(=O)n2n1	5.0	-1.2	0.5	5.7
COc1cccc2oc(-c3ccccc3)c(Br)c12	-3.9	0.1	-0.1	8.8
COc1cc(-n2c(-c3ccc(Br)cc3)cc3c2CC(C)(C)CC3=O)c(OC)cc1Cl	-6.0	-1.0	0.7	6.0
Cc1ccc(-c2nc(Nc3ccc(Oc4ccc(Cl)cc4)cc3)c3ccccc3n2)cc1	14.5	-0.4	0.4	3.9
OCCN1CCN(c2nc(NCc3ccccc3)c3ccccc3n2)CC1	1.7	0.8	0.1	16.2
O=C(NCCN1CCCC1)C1CCN(c2nc3ccccc3n3cccc23)CC1	-2.4	0.0	-0.1	7.8
O=C(O)Cn1c(SCC(=O)c2ccc(Br)cc2)nc2ccsc2c1=O	9.6	-1.1	0.8	17.0
O=c1cc(-c2ccccc2)oc2cc(O)c(O)cc12	70.1*	0.0&1.8	-0.4&-0.3	1.7&0.6
Cc1cccc(Nc2nc(NCc3ccco3)nc(N3CCOCC3)n2)c1	-19.6	-0.1	-0.1	1.4
O=C(Cn1cnc2c(sc3ccccc32)c1=O)Nc1cccc(Cl)c1	4.2	-1.6	0.0	-13.9
COc1ccc(Oc2coc3c(CN4CCOCC4)c(O)ccc3c2=O)cc1	-1.4	0.5	-0.1	1.5
COc1cc(S(=O)(=O)NC2CCCCC2C)ccc1F (stereo not drawn)	-8.1	0.1	-0.1	-13.1
CN(Cc1ccccc1)C(=O)c1nn2c(C(F)(F)F)c3c(nc2c1Cl)-c1ccccc1CC3	1.2	1.7	-0.2	-5.1
CCCCNC(=O)CSc1nc2n[nH]c(C)c2c(=N)n1-c1cccc(C)c1	-1.1	-0.5	-0.2	11.5
Cc1ccc(-c2nc3c(cnn3-c3ccccc3)c(=O)n2-c2cccc(Cl)c2)cc1	-6.6	0.0	-0.2	6.3
O=C(N/N=C/c1cc([N+](=O)[O-])cc(Br)c1O)c1cncc(Br)c1	-0.8	1.8	0.8	11.9
CC(C)Oc1ccc(C(=O)NCCNC(=O)c2nonc2N)cc1	3.5	1.2	0.0	16.8
Cc1occc1-c1nn(C2CCNCC2)c(=O)o1	2.1	1.4	1.4	12.8
CC(Oc1ccccc1)c1nc(-c2ccncc2)no1 (stereo not drawn)	-12.9	-1.9	-0.1	-14.5
Cc1ccc(OCCNc2cc(N3CCN(CCO)CC3)ccc2[N+](=O)[O-])cc1C	-6.8	0.0	0.1	-7.6
COC(=O)c1[nH]c2ccccc2c1Cl	-7.9	0.0	0.0	6.3
Clc1cccc(Nc2ccn3ncc(-c4ccc5c(c4)OCO5)c3n2)c1	-0.9	-0.1	0.2	15.9

New compounds follow
Values run as follows: TEAD-YAP inh | GPR151 activ | FBW7 activator | MITF primary
- O=C(c1ccc(Cl)cc1)C1CCN(S(=O)(=O)c2ccc3c(c2)OCCO3)CC1
  -4.8 | 4.4 | 0.2 | -10.4
- Cc1ccc2c(c1)N(CC(=O)N1CCC(C)CC1)C(=O)c1cccnc1O2
  11.9 | 5.4* | -0.2 | 0.5
- COC(=O)C(C)Oc1ccc2oc(=O)c(-c3ccccc3)c(C)c2c1 (stereo not drawn)
  -4.6 | -1.1 | 0.0 | -10.5
- CC1=C(C(=O)OC2CCCCC2)C(c2ccccc2I)C2=C(CCCC2=O)N1 (stereo not drawn)
  9.3 | -0.1 | 0.1 | -4.7
- COc1ccc(NC(=O)C2CC(O)CN2C(=O)OCC(C)C)cc1 (stereo not drawn)
  12.3 | 0.7 | 1.6 | -2.2
- COc1ccc2oc(=O)c(C(=O)NNc3ccc([N+](=O)[O-])cc3[N+](=O)[O-])cc2c1
  9.5 | 1.2 | 0.1 | 1.1
- Cc1ccccc1OCCNc1ccc(C(F)(F)F)cc1[N+](=O)[O-]
  -6.9 | 0.4 | 0.2 | 13.4
- CCCCSc1ncnc2sc3c(c12)CCCC3
  9.6 | 0.2 | 0.0 | 10.9
- CC(=O)NS(=O)(=O)c1ccc(NC(=O)C(C)(C)C)cc1
  9.2 | -0.7 | 0.6 | 12.9
- Fc1ccc(C2CC(c3ccc(I)cc3)Nc3ncnn32)cc1 (stereo not drawn)
  1.5 | -3.1 | 0.2 | 48.7
- NNC(=O)Nc1nonc1N
  -13.9 | 0.8 | -0.2 | -2.7
- C=CCn1c(SCC(=O)Nc2sc(C(=O)OC)c(C)c2C(=O)OC)nc2sc(C)c(C)c2c1=O
  -5.1 | 0.8 | -0.1 | -3.9
- CCNC(=S)N1CCN(S(=O)(=O)c2ccc(Cl)cc2)CC1
  0.1 | 1.9 | 0.1 | -0.4
- CCOC(=O)CCNC(=O)c1cncc(O)c1
  11.6 | -0.2 | 0.1 | 10.2
- CCC1(c2ccc(Cl)cc2)C(=O)Nc2ccc(OC)cc21 (stereo not drawn)
  -6.4 | -0.1 | -0.1 | -0.8
- COc1ccc(OC)c(S(=O)(=O)N2CCN(c3ccc(C)c(Cl)c3)CC2)c1
  -3.6 | 0.9 | -0.1 | 1.8
- COc1cc(/C=C2\SC(=Nc3ccccc3)N(C3CCCC3)C2=O)ccc1OCc1cccc(C)c1
  -5.9 | -1.3 | 0.3 | 4.7
- CCN1C(=O)/C(=C2/C(=O)N(CC(=O)Nc3ccc(F)cc3)c3ccccc32)SC1=S
  -3.9 | 1.0 | 0.1 | 13.9
- CCOC(=O)c1[nH]c2ccc(C(C)=O)cc2c1C
  -40.0 | -0.1 | 0.3 | 4.0
- Cc1cc(I)ccc1NC(=O)CSCC(=O)Nc1ccccc1
  9.7 | -0.6 | 0.1 | -12.2
- Cc1ccc(N(CC(=O)NCc2cccs2)C(=O)c2ccc(Cl)nc2)cc1
  3.9 | 0.2 | 0.1 | -1.6
- Cn1ccnc1SCC(=O)c1cc2c(ccc3ccccc32)oc1=O
  -4.3 | -0.4 | 0.0 | 2.0

One compound at a time, as listed above. Order of screens: TEAD-YAP inh	GPR151 activ	FBW7 activator	MITF primary
Cc1ccc(N(CC(=O)NCc2cccs2)C(=O)c2ccc(Cl)nc2)cc1 is listed as 3.9	0.2	0.1	-1.6
COc1ccc(OC)c(S(=O)(=O)N2CCN(c3ccc(C)c(Cl)c3)CC2)c1 is listed as -3.6	0.9	-0.1	1.8
COc1cc(/C=C2\SC(=Nc3ccccc3)N(C3CCCC3)C2=O)ccc1OCc1cccc(C)c1 is listed as -5.9	-1.3	0.3	4.7
Cn1ccnc1SCC(=O)c1cc2c(ccc3ccccc32)oc1=O is listed as -4.3	-0.4	0.0	2.0

Screens deposited in PubChem by The Scripps Research Institute Molecular Screening Center.
